# OX1R antag-1: blocks the human orexin 1 receptor | O43613 | CHO/OX1R cells, Fluo-8 calcium fluorescence, orexin A | inhibition, % at 5 µM | actives 0.43% (n = 330,000) | AID 434989;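 active = inhibition above its plate's threshold, mean inhibition of all tested compounds on the plate plus 3 SD, cut at about 37% in these data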;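 also: 0% = orexin A challenge wells and 100% = SB-334867-A antagonist wells; not every result past the cut was called active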
# Target sequence (O43613 whole entry, looked up): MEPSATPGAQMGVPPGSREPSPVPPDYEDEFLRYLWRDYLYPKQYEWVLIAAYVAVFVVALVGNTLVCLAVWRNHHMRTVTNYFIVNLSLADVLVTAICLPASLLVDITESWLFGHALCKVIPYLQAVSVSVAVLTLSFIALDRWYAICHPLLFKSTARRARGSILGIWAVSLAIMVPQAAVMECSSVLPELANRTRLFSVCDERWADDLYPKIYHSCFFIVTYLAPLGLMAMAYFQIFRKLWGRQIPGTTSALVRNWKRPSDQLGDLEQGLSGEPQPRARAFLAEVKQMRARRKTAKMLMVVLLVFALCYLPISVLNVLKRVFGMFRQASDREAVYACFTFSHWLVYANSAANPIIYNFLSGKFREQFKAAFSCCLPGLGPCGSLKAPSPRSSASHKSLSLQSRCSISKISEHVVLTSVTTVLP
# STK33 kinase inh: blocks human STK33 kinase activity. purified STK33, MBP phosphorylation, ADP-Glo luminescence. inhibition, % at 10 µM. actives 0.073% (n = 320,000). AID 2661;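 active = inhibition at or above 25%, using the most active replicate where run in duplicate; inactive = inhibition below 25%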
# Target sequence (Q9BYT3 whole entry, looked up): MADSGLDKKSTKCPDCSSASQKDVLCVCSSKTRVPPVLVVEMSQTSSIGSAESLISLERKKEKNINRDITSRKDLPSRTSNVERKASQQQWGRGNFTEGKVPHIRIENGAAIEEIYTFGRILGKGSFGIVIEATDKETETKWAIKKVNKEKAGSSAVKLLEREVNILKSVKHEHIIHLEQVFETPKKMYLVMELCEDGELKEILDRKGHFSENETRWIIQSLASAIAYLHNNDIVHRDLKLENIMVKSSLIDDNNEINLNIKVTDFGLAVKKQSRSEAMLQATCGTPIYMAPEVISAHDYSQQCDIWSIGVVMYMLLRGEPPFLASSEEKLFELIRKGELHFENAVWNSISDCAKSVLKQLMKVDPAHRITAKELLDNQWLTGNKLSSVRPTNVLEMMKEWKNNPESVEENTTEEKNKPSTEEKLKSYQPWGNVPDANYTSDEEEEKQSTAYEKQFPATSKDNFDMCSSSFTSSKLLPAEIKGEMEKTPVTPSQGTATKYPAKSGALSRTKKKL
# OX1R antag-2: antagonists of human orexin 1 receptor (OX1R); inhibition, % at 6.6 µM; O43613; OX1R-expressing cells, FRET antagonist read-out; actives 1.8% (n = 330,000); AID 485270; in the data active = inhibition mostly above about 38%, no sharp cut-off; inactive = mostly below about 40%;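 also: 0% = agonist challenge alone and 100% = reference antagonist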
# * hit, by the source's call.
OX1R antag-1	STK33 kinase inh	OX1R antag-2	compound
4.3	-1.6	10.0	Cc1ccc(NC(=O)C2CCCN(S(=O)(=O)c3cccc4nonc34)C2)cc1 (configuration not stated)
-20.2	-1.5	21.4	Oc1cc(NCc2ccc(F)cc2)cc2cccnc12
-41.2	-0.7	2.0	Cc1ccc2nc(-c3cccc(NS(C)(=O)=O)c3)cc(-c3ccccc3)c2c1
1.1	5.0	-8.3	COc1ccc(N2CC(C(=O)Nc3nc4ccc(F)cc4s3)CC2=O)c(OC)c1 (configuration not stated)
-4.1	-0.3	2.7	Cn1ncc(C(N)=O)c1NC(=S)NC(=O)c1ccc(Br)o1
-36.6	-1.3	12.1	COc1ccccc1CNC(=O)CSC1=NCCS1
-1.6	-1.3	6.1	Cc1cccc(C)c1NC(=O)CCCCCC1NC(=O)NC1C (configuration not stated)
-4.8	-0.6	12.1	CCOCCCNC(=O)CN1C(=O)/C(=C/c2ccccc2C)Sc2ccccc21
-29.2	-0.9	15.3	Cc1nn(Cc2ccccc2Cl)c(Cl)c1C(=O)NCCc1ccccc1
-1.3	-0.4	0.7	CC1CC(C)CN(S(=O)(=O)c2ccc(C(=O)N3CC(C)OC(C)C3)cc2)C1 (configuration not stated)
-21.2	0.4	7.5	Cc1oc2nc(SCC(=O)N3CCCCC3)nc(N)c2c1C
-14.8	-0.2	33.6	C#CCOCCOCCOCCNc1nc(N2CCN(C(=O)[C@H](CCCCN)n3cc([C@@H](N)CC(C)C)nn3)CC2)nc(N2CCN(C(=O)[C@H](Cc3ccc(O)cc3)n3cc([C@@H](N)CC(C)C)nn3)CC2)n1
-35.0	-0.5	2.5	CC1CCC(NC(=O)c2cc(S(=O)(=O)N3CCCCC3)ccc2N2CCOCC2)CC1 (configuration not stated)
-24.7	0.0	16.2	CS(=O)(=O)c1nc(S(=O)(=O)c2ccc(Cl)cc2)c(N2CCCCCC2)s1
-8.4	-1.4	12.6	C[C@H](NC(=O)c1ccco1)C(=O)NCCc1ccc(S(N)(=O)=O)cc1
-22.9	0.1	-4.2	CCN(CC)c1ccc(NC(=O)C2CCCC2)cc1

# Compounds listed so far containing a Cl atom:
OX1R antag-1	STK33 kinase inh	OX1R antag-2	compound
-29.2	-0.9	15.3	Cc1nn(Cc2ccccc2Cl)c(Cl)c1C(=O)NCCc1ccccc1
-24.7	0.0	16.2	CS(=O)(=O)c1nc(S(=O)(=O)c2ccc(Cl)cc2)c(N2CCCCCC2)s1

# Continued:
OX1R antag-1	STK33 kinase inh	OX1R antag-2	compound
-20.1	3.9	25.4	CCOc1cc(N2CCOCC2)c(OCC)cc1NC(=O)c1ccco1
4.2	-0.4	3.5	Cc1ccccc1C1(CCN2CCCCC2)CCOC(C)(C)C1 (configuration not stated)
60.2*	-0.2	21.8	CCOc1ccc(S(=O)(=O)n2cnc3cc(C)c(C)cc32)cc1
-15.0	1.2	37.1	COCCCn1c2nc3ccccc3nc2c2c(=O)n(CC3CCCO3)cnc21 (configuration not stated)
-21.1	0.1	7.2	COc1ccccc1NC(=O)c1ccc(NC(=O)CN2CCCCC2)cc1
7.3	0.9	4.0	Cc1ccc2c(c1)NC(=O)C(CC(=O)NCCCN1CCCC1)O2 (configuration not stated)
-11.9	-1.7	-2.0	Cc1cc(C)c2c(-n3cccc3)c(C(=O)O)sc2n1
10.8	-4.8	4.9	CCCC(=O)NNC(=O)c1ccoc1C

# Part of the list above in order of length of the SMILES, largest number first:
OX1R antag-1	STK33 kinase inh	OX1R antag-2	compound
-15.0	1.2	37.1	COCCCn1c2nc3ccccc3nc2c2c(=O)n(CC3CCCO3)cnc21 (configuration not stated)
-20.1	3.9	25.4	CCOc1cc(N2CCOCC2)c(OCC)cc1NC(=O)c1ccco1
4.2	-0.4	3.5	Cc1ccccc1C1(CCN2CCCCC2)CCOC(C)(C)C1 (configuration not stated)

# Next results follow.
OX1R antag-1	STK33 kinase inh	OX1R antag-2	compound
-8.6	-0.8	5.5	O=C(CC1C(=O)NCCN1Cc1c(F)cccc1Cl)NCCc1ccccn1 (configuration not stated)
-14.4	0.2	5.6	O=C(CCn1nnc2ccccc21)Nc1nnc(-c2ccccc2F)s1
-16.1	-1.5	15.1	O=C1CC(N2CCC(O)(c3ccc(Cl)cc3)CC2)C(=O)N1Cc1ccc(N2CCCC2=O)cc1 (configuration not stated)
-14.3	-1.5	-5.5	Cc1sc(-n2cccc2)c(C(=O)O)c1C
-13.8	-0.1	12.4	CC(C)CCC1(C)NC(=O)N(CC(=O)c2ccc[nH]2)C1=O (configuration not stated)
-30.9	-1.7	20.1	CCn1c(/C=C2\C(=O)N(C)c3ccccc32)nc2ccccc2c1=O
-23.8	0.4	49.0	CCCOc1ccc(Br)cc1/C=N/O
1.2	-0.3	17.8	CS(=O)(=O)N(CCC(=O)O)Cc1ccccc1
-3.0	-1.3	20.1	Cc1ccc(-c2nn(-c3ccccc3)cc2/C=C2\SC(=S)N(CCCCCC(=O)O)C2=O)o1
-5.1	-0.6	1.9	CC(C)(C)c1cc(C(=O)NCc2ccco2)ccn1
-11.9	-0.4	15.8	CCOC(=O)C(C)OC(=O)C1=C(C)NC(=O)NC1c1ccc2c(c1)OCO2 (configuration not stated)
-7.3	0.1	19.5	CC(CC(C)C(=O)N1CCOCCN(C(=O)C(C)CC(C)C(=O)O)CCOCC1)C(=O)O (configuration not stated)
-9.8	-2.8	7.3	C=CCn1c(-c2cc(OC)cc(OC)c2)n[nH]c1=S
-6.3	0.3	10.7	Cc1cc(C(F)(F)F)c2c(C)nn(CCc3nn[nH]n3)c2n1
-15.4	0.6	19.7	O=C(Nc1cccc(F)c1)C1CCN(S(=O)(=O)c2cccc3nonc23)CC1
-2.3	-0.4	3.1	CCOc1ccc2oc(=O)cc(C)c2c1
-3.9	-0.8	13.0	CC(C)C(=O)Nc1sc2c(c1C#N)CCCCC2
-28.0	-1.1	12.0	O=C(NC1CCCCCC1)c1ccc(S(=O)(=O)NCc2ccco2)cc1
1.4	-0.5	9.5	COc1ccc(S(=O)(=O)Cc2ccc(C(=O)NC3CC3)o2)cc1
-6.0	-2.9	7.5	COc1cc(/C=N/NC(=O)Cc2ccc(Br)cc2)cc(OC)c1O
-11.9	5.8	-6.5	CCn1cc(CN2CCCC(C(=O)Nc3ccc(-c4nc5ccccc5[nH]4)cc3)C2)c(C)n1 (configuration not stated)
7.8	-0.3	3.2	C[C@H]1CN([C@@H](C)CO)C(=O)Cc2cc(NC(=O)Cn3cnnn3)ccc2O[C@H]1CN(C)Cc1ccncc1
-6.8	3.5	3.1	COCCn1c(=NC(C)=O)sc2cc([N+](=O)[O-])ccc21
-25.6	-0.4	23.9	CCCc1cc(C(N)=O)c(NC(=O)c2ccco2)s1
-34.5	0.0	12.1	O=S(=O)(c1ccc2ccccc2c1)N(CC1CO1)c1ccccc1 (configuration not stated)
-7.7	-0.9	7.8	CCOC(=O)N1CCC(NC(=O)CN2C(=O)CSc3ncccc32)CC1
9.7	-2.3	9.7	CC(NC(=O)c1cccnc1)c1ccc2c(c1)OCO2 (configuration not stated)
-27.6	-1.3	29.6	O=C(NC1CCCCC1)C1CC=CCC1C(=O)OCC(Cl)=C(Cl)Cl (configuration not stated)
-18.3	-2.3	9.7	O=C(CN(C(=O)CNC(=O)c1cccs1)c1ccccc1)NC1CCCCC1
-28.6	-0.1	9.8	Cc1cccc(CNc2ncnc3ccc(-c4ccc5c(c4)OCO5)cc23)c1
-28.7	-2.2	12.9	CCCC(=O)Nc1nn(C)c2nc3c(C)cccc3cc12
3.5	0.3	11.5	CCC(C)/C(C)=N/NC(=O)C1COc2ccccc2O1 (configuration not stated)
-14.5	-2.8	13.5	FC(F)(F)c1cc(-c2ccccc2)nc(N2CCCCC2)n1
-18.7	0.2	15.5	COc1cccc(-c2nc(=S)c3c(o2)CCCC3)c1
-37.8	2.7	25.9	COc1cc(C(=O)Nc2cccc3cccnc23)cc(OC)c1OC
-12.7	1.0	44.0	COc1cc(C(C)=O)ccc1OC(=O)c1cc2cccc(OC)c2oc1=O
-6.7	-0.6	8.2	COc1ccccc1NC1=C(Cl)C(=O)N(c2ccccc2)C1=O
-16.2	-1.1	10.5	CCOc1ccc(C(C)(C)C)cc1S(=O)(=O)N1CCOCC1
-41.8	-0.6	5.7	Cc1ccc(C(=O)Cn2c(=N)n(CCN3CCOCC3)c3ccccc32)cc1
-0.3	0.0	7.6	O=C(NCc1ccccc1)c1onc(CS(=O)(=O)c2ccccn2)c1C(=O)NCc1ccccc1

# The closing 4 records of the part above open the next one:
OX1R antag-1	STK33 kinase inh	OX1R antag-2	compound
-6.7	-0.6	8.2	COc1ccccc1NC1=C(Cl)C(=O)N(c2ccccc2)C1=O
-16.2	-1.1	10.5	CCOc1ccc(C(C)(C)C)cc1S(=O)(=O)N1CCOCC1
-41.8	-0.6	5.7	Cc1ccc(C(=O)Cn2c(=N)n(CCN3CCOCC3)c3ccccc32)cc1
-0.3	0.0	7.6	O=C(NCc1ccccc1)c1onc(CS(=O)(=O)c2ccccn2)c1C(=O)NCc1ccccc1
-32.3	-1.1	6.7	COc1ccc(/C=N/Nc2cc(N(C)C)nc(N(C)C)n2)cc1
-7.1	0.4	4.8	O=C(NCCSc1ccccc1)c1cncc(Br)c1
-10.1	4.2	23.3	CCc1ccc(/C=C2/SC(=S)N(CCC(=O)Nc3cccc(C(=O)O)c3)C2=O)cc1
-4.3	-2.5	2.0	Cc1ccc(CNc2cccnc2)cc1
-13.6	-0.7	3.9	O=c1ccnc2n1COCS2
2.3	-1.9	44.2*	COc1ccc(OC)c(NC(=O)C2CCCN2S(=O)(=O)c2cccc3nsnc23)c1 (configuration not stated)
-5.8	-1.7	18.2	Cc1nc(Cl)c(C#N)cc1-c1ccccc1
15.6	0.9	8.2	CN(C)/C=C/c1onc(-c2c(F)cccc2Cl)c1C#N
-7.0	-1.2	-6.7	COC(=O)[C@]1(C)N[C@H](CN(C)C(=O)Nc2ccc(Cl)cc2)[C@@H]2C(=O)N(C)C(=O)[C@@H]21
-10.9	-0.8	10.7	CCOC(=O)c1c(C)c(C(=O)OCC)n(C)c1C
-5.3	-0.7	65.7*	CC(NCc1ccc(S(N)(=O)=O)cc1)C(=O)Nc1ccc([N+](=O)[O-])cc1Cl (configuration not stated)
-9.9	0.3	7.1	O=C(Nc1ccccc1)c1ccc2c(c1)CCN2S(=O)(=O)c1ccccc1
-19.3	-1.4	11.6	N#CC(CO)(Cc1ccc(OC(F)F)cc1)c1nc2ccccc2[nH]1 (configuration not stated)
-16.1	-1.0	37.8	CCN(CC)S(=O)(=O)c1ccc(N2CCOCC2)c(NC(=O)C2COc3ccccc3O2)c1 (configuration not stated)
-6.3	-1.1	10.0	Cc1ccc(SCc2cc(=O)[nH]c(N3CCCCC3)n2)cc1
-8.4	-0.3	0.8	COc1ccccc1C(=O)NCCC(=O)Nc1ccc(S(=O)(=O)N2CCC(C)CC2)cc1
-28.7	-1.1	11.5	O=C(CCCN1CC=C(n2c(=O)[nH]c3ccccc32)CC1)c1ccc(F)cc1
-8.7	-0.1	12.0	O=C(C1CCCN(Cc2ccccc2[N+](=O)[O-])C1)N1CCCCC1 (configuration not stated)
-12.6	-2.1	-1.9	CCOc1ccc(N(Cc2cc3cc(C)ccc3[nH]c2=O)C(=O)COC)cc1
-4.3	4.0	19.6	Cc1ccc(N2C(=O)S/C(=C/c3cn(C)c4ccccc34)C2=O)cc1
-11.9	-0.4	-9.6	CC[C@]12c3[nH]c4ccccc4c3CCN1C(=O)C(CC(=O)NCc1ccc(OC)c(OC)c1)C[C@@H]2C(=O)N1CCN(C(=O)C2CC2)CC1 (some centres not stated)
-29.3	0.4	26.8	CCn1c(SCC(=O)N/N=C/C=C/c2ccco2)nnc1-c1ccc(OC)cc1
12.3	-0.5	6.6	CCc1cccc(NC(=O)Cc2ccc([N+](=O)[O-])cc2)c1
-5.7	-1.3	16.0	O=C(NC(Cc1c[nH]c2ccccc12)C(=O)O)c1ccccc1 (configuration not stated)
-18.8	0.5	-0.2	COc1ccccc1NC(=O)CCN1C(=O)c2ccccc2S1(=O)=O
-16.8	-0.9	9.1	CC(C)CC(=O)OC(C)(C)[C@@H]1Cc2c(ccc3ccc(=O)oc23)O1
-0.6	-0.4	6.9	Cc1nnsc1C(=O)N1CCCC(Nc2ccc(F)c(F)c2)C1 (configuration not stated)
-9.9	0.9	16.6	COc1cccc(-c2nc(CS(=O)(=O)CC(=O)Nc3ccccc3C)c(C)o2)c1
-1.3	-1.2	20.9	N=c1c[n+](-c2ccc(Cl)cc2)[n-]o1
-10.7	-1.0	14.0	C=CCc1cc(C=O)cc(OC)c1OCc1ccc(C(=O)O)cc1
-20.4	-1.6	9.2	CC(=O)c1ccc(NC(=O)Nc2ncn(Cc3cccc(C)c3)n2)cc1
-19.7	2.0	25.5	O=C(c1cccc(Cl)c1)N1CCCc2ccccc21
-10.4	-0.8	9.9	Cc1ccccc1NC(=O)c1cccc(NC(=O)c2c(C(=O)O)cccc2[N+](=O)[O-])c1
-19.1	-0.8	10.6	CCn1c(CNC(=O)c2ccco2)nnc1SCC(=O)Nc1cc(C(F)(F)F)ccc1Cl
-14.8	0.3	5.2	CCC(C)N(CC(=O)Nc1cccc(C)c1C)C(=O)CCl (configuration not stated)
-10.3	-0.9	6.8	O=C(CN1CCN(Cc2ccccc2)CC1)NNC(=O)c1ccc(Cl)cc1
-3.4	0.0	21.9	O=C(NNC(=O)c1ccccc1F)c1ccc(-n2cncn2)c([N+](=O)[O-])c1
-4.1	-0.9	6.8	Cc1cccc(CCN=C(N)NS(=O)(=O)c2ccccc2)c1
-6.8	-0.7	17.7	O=C(O)/C=C/c1ccc(Cn2ccnc2)cc1
-10.6	0.1	33.0	c1ccc(Oc2nc(NCc3ccco3)nc(NCc3ccco3)n2)cc1
12.9	-0.2	38.9	COc1ccc(N2C(=O)NC3CC2(C)Oc2ccc(Br)cc23)cc1OC (configuration not stated)
